Bioassay records as filed in PubChem.
PHOSPHO1 block: blocks human PHOSPHO1 phosphatase activity; Q8TCT1; recombinant PHOSPHO1, absorbance phosphatase assay; inhibition, % at 13.3 µM; 290,000 compounds, 1.1% hits; in the data active = inhibition above about 60%
pCIP destab: compounds decreasing mouse p/CIP protein stability; AID 1984; 290,000 compounds, 0.01% hits; F442A p/CIP-EGFP cells, EGFP fluorescence, 16 h; decrease of EGFP signal, % at 10 µM;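 active = EGFP signal decrease of at least 30% at 10 µM or well 3 SD below plate mean, unless failing retest; inactive = the rest, including hits failing retest or dose response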; note: some compounds called inactive have numbers as strong as hits; many of its hits are not listed in these tables
IMP-1 inh: blocks Pseudomonas aeruginosa IMP-1 metallo-beta-lactamase; inhibition, % at 5.6 µM; 290,000 compounds, 0.45% hits; AID 1556; purified IMP-1, nitrocefin hydrolysis, epi-absorbance fluorescence;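 active = inhibition above the mean plus 3 SD of all compounds in the same screening run, cut at about 4.5% in these data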;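 note: 0% = IMP-1 with DMSO and 100% = DMSO wells lacking enzyme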
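assay system = purified recombinant IMP-1 metallo-beta-lactamase enzyme | schedule = 15 min preincubation plus 25 min reaction at 25 °C | signal = Epi-absorbance fluorescence, 480 nm excitation, 530 nm emission | read-out basis = percent inhibition from optical density relative to buffer-blank wells | controls = IMP-1 with DMSO as 0%, enzyme-free DMSO as 100%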
UBC9 SUMO inh: SUMOylation inhibition; P63279; HTRF SUMOylation assay, SAE1/SAE2 + UBC9, in vitro; inhibition, % at 35 µM; 290,000 compounds, 0.36% hits; AID 2006; in the data active = inhibition above about 50%, passing the limit was not always enough; note: strong numbers were not always called active
MEKK3 PB1 HTS: modulators (inhibitors or enhancers) of MEK5 binding to human MEKK3 PB1 domain. Q99759. bead-based flow cytometry, Alexa488-MEK5 binding to MEKK3; actives lie on both sides; 0 = blocked by unlabeled MEK5, 100 = vehicle. binding response (% of control), % at 10 µM. 290,000 compounds, 1.4% hits. AID 1529;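 active = binding response more than 3 SD above or below the average of its plate-row segment, actives on both sides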;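 note: Alexa488 bead fluorescence after subtracting the streptavidin-only scavenger bead signal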
FID counter: counter-screen for HCV NS3 helicase inhibitors: DNA intercalator displacement; DNA fluorescent intercalator displacement, fluorescence; inhibition, % at 7.9 µM; 290,000 compounds, 0.17% hits; in the data active = inhibition above about 37%;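 note: 0% = vehicle and 100% = reference compound; higher means more ethidium bromide displaced from hairpin DNA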
IDE cell activ: boosts human insulin-degrading enzyme activity in HEK cells; FAbeta-B cleavage, fluorescence polarization; 0% vehicle, 100% cell-free pure enzyme wells; activation, % at 5.96 µM; 340,000 compounds, 0.073% hits; AID 493087;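 active = activation above the mean of all tested compounds plus 3 SD, set per screening campaign, cut at about 17% in these data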
Target sequence (P14735 whole entry, looked up): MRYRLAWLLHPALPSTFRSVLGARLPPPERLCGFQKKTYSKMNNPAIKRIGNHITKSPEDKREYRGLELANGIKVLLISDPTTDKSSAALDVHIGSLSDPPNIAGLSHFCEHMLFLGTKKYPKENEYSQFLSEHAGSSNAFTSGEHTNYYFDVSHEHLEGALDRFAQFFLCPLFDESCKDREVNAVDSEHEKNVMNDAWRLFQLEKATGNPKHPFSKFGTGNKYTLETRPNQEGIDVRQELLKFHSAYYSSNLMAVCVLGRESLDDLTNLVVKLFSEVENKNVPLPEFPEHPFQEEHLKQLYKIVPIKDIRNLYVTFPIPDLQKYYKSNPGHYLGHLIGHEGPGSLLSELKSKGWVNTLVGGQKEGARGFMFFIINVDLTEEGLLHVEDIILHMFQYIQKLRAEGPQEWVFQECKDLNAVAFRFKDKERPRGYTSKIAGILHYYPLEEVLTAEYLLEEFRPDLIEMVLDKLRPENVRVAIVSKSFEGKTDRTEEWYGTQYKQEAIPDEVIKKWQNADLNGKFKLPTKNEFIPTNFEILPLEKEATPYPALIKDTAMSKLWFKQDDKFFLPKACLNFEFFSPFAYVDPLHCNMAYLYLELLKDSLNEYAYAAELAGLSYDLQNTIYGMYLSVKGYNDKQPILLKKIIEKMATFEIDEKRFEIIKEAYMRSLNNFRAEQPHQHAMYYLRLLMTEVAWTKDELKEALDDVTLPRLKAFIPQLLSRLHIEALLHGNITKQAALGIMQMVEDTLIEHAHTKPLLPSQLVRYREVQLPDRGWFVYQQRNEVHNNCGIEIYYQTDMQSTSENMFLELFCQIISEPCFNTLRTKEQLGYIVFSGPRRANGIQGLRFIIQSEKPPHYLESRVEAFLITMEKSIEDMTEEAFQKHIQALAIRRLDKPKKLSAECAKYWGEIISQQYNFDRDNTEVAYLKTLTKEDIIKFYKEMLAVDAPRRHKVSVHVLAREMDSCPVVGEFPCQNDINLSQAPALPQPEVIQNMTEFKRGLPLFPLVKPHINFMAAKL
VIM-2 inh: inhibitors of Pseudomonas aeruginosa VIM-2 metallo-beta-lactamase; purified VIM-2, nitrocefin hydrolysis, epi-absorbance fluorescence; inhibition, % at 5.6 µM; 290,000 compounds, 0.89% hits;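 active = inhibition above the mean of all tested compounds plus 3 SD, cutoff set per screening run, cut at about 7.5% in these data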;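 note: red hydrolysis product quenches plate fluorescence so inhibitors raise well fluorescence; 0% = enzyme with DMSO and 100% = DMSO without enzyme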
HCV NS3 hel inh: inhibitors of Hepatitis C virus NS3 helicase. 290,000 compounds, 0.56% hits. inhibition, % at 10.9 µM. NS3 helicase DNA unwinding, Cy5 molecular beacon fluorescence. AID 1800;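 active = inhibition above the mean of all tested compounds plus 3 SD, set per campaign, cut at about 35% in these data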;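 note: 0% = DMSO wells and 100% = thioflavine S control wells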
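test system = hepatitis C virus NS3 helicase domain fragment enzyme | reagent = annealed dual-labelled DNA beacon duplex, ATP-started | times = 1 h at 25 °C | detection = Cy5 fluorescence, 0 and 60 min reads | read-out basis = percent inhibition from t60/t0 fluorescence ratio | control set = DMSO and thioflavine S | replication = one well per compound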
* marks the source's active call; other numbers are inactive results; / = not tested or not shown; & = joins results of further samples; [ ] = another dose, or the depositor's remark. Not all compounds are listed; rates above refer to the full screens.

SMILES	PHOSPHO1 block	pCIP destab	IMP-1 inh	UBC9 SUMO inh	MEKK3 PB1 HTS	FID counter	IDE cell activ	VIM-2 inh	HCV NS3 hel inh
ClC(Cl)(Cl)c1nc(N/N=C/c2ccncc2)c2ccccc2n1	17	-2	-3.7	30	102	2	-1	34*	-5
CSCCC(NC(=O)c1ccccc1)C(=O)NC1CCCC1 (stereo not given)	-18	-18	1.4	6	99	-4	-3	1.2	-2
Cc1cc(C(=O)Nc2ccc3c(c2)OCO3)cs1	-2	-4	-3.0	7	98	-9	-2	-2.3	17
COc1ccc(NC(=O)c2oc3ccccc3c2NC(=O)c2ccco2)c(OC)c1	-5	7	-5.2	44	106	2	-3	-1.3	-2
CC(C)CCNC(=O)CN(C(=O)CCC(=O)Nc1nccs1)C1CCCCC1	32	-11	-1.4	-4	100	-36	-1	-1.1	2
CS(=O)(=O)Nc1ccc(C2=NN(S(C)(=O)=O)C(c3ccc4c(c3)OCO4)C2)cc1 (stereo not given)	1	-14	-3.5	12	6.0*[inhibitor]	-6	2	-0.3	5
O=C1OC(/C=C/c2ccc(Cl)cc2Cl)=NC/1=C\c1cccs1	13	-10	-2.3	12	99	-37	2	-4.6	33
CCOC(=O)C(=O)NNc1ccc(C)cc1	-4	2	-1.7	3	98	3	-4	-2.0	10
CC(=O)NCCc1c[nH]c2ccc(OCC(O)CNC(C)(C)C)cc12 (stereo not given)	20	4	0.7	20	79	2	-6	1.2	14
CCc1nnc(NC(=O)CSc2nc(SC)ns2)s1	24	-2	-1.9	-2	95	-6	0	-2.1	2
O=C(NNC(=O)c1ccc(S(=O)(=O)N2CCCCC2)cc1)c1ccc(F)cc1	37	-4	-4.0	2	99	-13	-2	-3.3	2
CC1=C(C(=O)OC(C)C)C(c2ccc(C)o2)NC(=O)N1 (stereo not given)	-20	-16	-0.6	-12	104	-4	-1	-1.9	-3
C#Cc1ccc([C@@H]2C=C(C(=O)N3CCN(Cc4ccccc4)CC3)O[C@H](OCC)[C@H]2CCCO)cc1	30	-15	-3.0	-9	108	-41	4	-3.0	2
COc1ccccc1N1CCNC(C)C1=O (stereo not given)	-13	2	-3.6	-5	102	-1	5	-1.8	-2
COc1ccc(N2CCN(C(=S)Nc3ccc(S(N)(=O)=O)cc3)CC2)cc1	-111	-13	-2.8	11	109	14	7	-4.9	-1
O=C(NNS(=O)(=O)c1ccc(F)cc1)c1cnn(-c2ccccc2)c1C(F)(F)F	56	-32	-2.8	-1	103	-23	3	-1.9	17
Cc1ccc(-c2csc(N)n2)s1	71*	-6	-7.1	35	99	-2	-7	-2.2	7
O=C(COC(=O)c1cc(=O)c2ccccc2o1)NC1CCCCC1	-20	4	-3.9	-4	99	2	0	-5.3	12
O=C(Oc1cccnc1)c1ccc(Cl)c(Cl)c1	15	-4	0.2	4	/	5	0	-2.8	10
CCCOC(=O)CSc1nnc(-c2ccccc2Cl)o1	1	-12	-2.6	-12	98	-9	7	-0.5	-3

Sorted by length of the SMILES (lowest first): some entries from above.
SMILES	PHOSPHO1 block	pCIP destab	IMP-1 inh	UBC9 SUMO inh	MEKK3 PB1 HTS	FID counter	IDE cell activ	VIM-2 inh	HCV NS3 hel inh
COc1ccccc1N1CCNC(C)C1=O (stereo not given)	-13	2	-3.6	-5	102	-1	5	-1.8	-2
Cc1cc(C(=O)Nc2ccc3c(c2)OCO3)cs1	-2	-4	-3.0	7	98	-9	-2	-2.3	17
CSCCC(NC(=O)c1ccccc1)C(=O)NC1CCCC1 (stereo not given)	-18	-18	1.4	6	99	-4	-3	1.2	-2
COc1ccc(N2CCN(C(=S)Nc3ccc(S(N)(=O)=O)cc3)CC2)cc1	-111	-13	-2.8	11	109	14	7	-4.9	-1
O=C(NNC(=O)c1ccc(S(=O)(=O)N2CCCCC2)cc1)c1ccc(F)cc1	37	-4	-4.0	2	99	-13	-2	-3.3	2
CS(=O)(=O)Nc1ccc(C2=NN(S(C)(=O)=O)C(c3ccc4c(c3)OCO4)C2)cc1 (stereo not given)	1	-14	-3.5	12	6.0*[inhibitor]	-6	2	-0.3	5

Additional results follow.
SMILES	PHOSPHO1 block	pCIP destab	IMP-1 inh	UBC9 SUMO inh	MEKK3 PB1 HTS	FID counter	IDE cell activ	VIM-2 inh	HCV NS3 hel inh
O=C(c1ccccc1C(F)(F)F)N1CCN(S(=O)(=O)c2ccccc2)CC1	3	-4	1.3	-26	96	-4	7	2.4	-13
c1ccc(CCc2nn3c(Cc4ccccc4)nnc3s2)cc1	17	4	-2.5	3	103	-26	0	-3.2	-4
CSCCC(NS(=O)(=O)c1ccccc1F)C(=O)N1CC=C(c2ccccc2)CC1 (stereo not given)	-5	4	-1.7	2	98	-41	-2	0.7	-17
COC(=O)C(CC(C)C)NC(=O)/C=C/c1ccccc1Cl (stereo not given)	21	-3	-3.8	-14	109	-15	3	-1.1	-3
O=C(c1ccc(N2CCN(C(=O)c3ccccc3)CC2)cc1)c1cccc(F)c1	27	-19	-3.7	0	103	-43	-6	-1.4	-16
CC(C)(C)C(=O)/C=C/Nc1ccccc1O	7	-1	-4.2	1	100	-3	3	-4.8	3
COCCCNC(=O)c1ccccc1C(F)(F)F	19	-17	-3.7	20	88	-2	3	-1.0	-9
Cc1ccc(NC(=O)C(C)c2cccc(C(=O)c3ccccc3)c2)cc1 (stereo not given)	14	-1	-3.1	-2	104	-1	4	-1.1	-10
COC(=O)c1cc(=O)nc2sc3cc(OC)ccc3n12	-19	-5	-6.0	34	122*	-4	3	-2.4	8
CC1(C)CC(/C=C/c2ccccc2)=Nc2ccccc2N1	-15	1	-1.0	18	73	-2	0	-0.8	2
Cc1c(NC(=S)NC(=O)c2ccc(Br)o2)c(=O)n(-c2ccccc2)n1C	-20	-2	-1.8	12	97	-10	6	-1.0	-11
COc1ccc(OC)c(C(=O)CSc2nnc(-c3ccc(OC)c(OC)c3)o2)c1	-27	-4	-3.3	13	100	-3	/	-2.9	0
CC(C)C(NC(=O)c1ccccc1F)C(=O)NCc1ccc(F)cc1 (stereo not given)	4	0	-0.7	21	99	-5	0	-1.3	-5
COc1cc(Cl)c(C)cc1NC(=O)CSc1ccc(C)cc1	22	-1	-0.7	7	98	1	-3	1.7	2
CCN(CC)S(=O)(=O)c1cccc(C(=O)N[C@@H](C)c2nc3ccccc3[nH]2)c1	53	-6	-2.4	-6	94	-9	/	-2.9	-3
O=C(/C=C/c1ccccc1)c1ccc2c3c(cccc13)CC2	-21	-16	0.7	-15	96	-4	6	2.4	34
O=C(NCc1ccc(F)cc1)C(=O)NCC1OCCCN1S(=O)(=O)c1cccs1 (stereo not given)	34	1	-1.6	16	100	-15	6	-1.6	6
CCOc1ccc(C2N(c3ccc(OC)cc3)C(=O)C3CCCN32)cc1OC (stereo not given)	-11	1	-5.4	7	98	4	1	-2.7	-10
Cc1onc(-c2c(F)cccc2Cl)c1C(=O)Nc1cccc(S(=O)(=O)NCc2ccco2)c1	-33	3	-1.4	-10	101	-20	7	-0.3	13
Nc1c(-c2cccc(Cl)c2)cnc2c(-c3ccccc3)cnn12	33	0	-1.2	6	106	-1	0	-1.0	3
CC(C)c1ccc(OCC(O)CN2CCN(c3ccccc3)CC2)cc1 (stereo not given)	19	-3	0.9	-11	106	16	-1&-2	-0.3	-58
O=C(NC1CCCCCC1)c1cccc(COCC(F)(F)F)c1	-26	0	0.5	-9	90	-17	3	-0.3	-3
CC1(C)SC(=S)N(/N=C/c2ccccc2)C1N(O)C(=O)Nc1ccc([N+](=O)[O-])cc1 (stereo not given)	29	-22	-2.4	13	102	5	-2	-1.8	2
O=c1c2ccccc2nnn1CSc1nnc(C2COc3ccccc3O2)n1-c1ccccc1 (stereo not given)	6	-5	-2.8	-34	102	-35	-2	-0.9	-11
CN1/C(=C\C(=O)Nc2ccc(Br)cc2)C(C)(C)c2ccccc21	-2	7	-3.3	-25	100	6	5	-3.6	-14
Cc1ccccc1NC(=O)Cn1c([N+](=O)[O-])cnc1C	-1	-1	-3.6	6	106	3	-6	-1.5	0
CCOc1[nH]n(-c2ccc(Cl)cc2)c(=O)c1C=NCC(=O)OC	7	6	-2.0	5	103	-5	-2	-3.0	-2
O=C(NCCc1c[nH]c2ccccc12)C(=O)NCC1CCCO1 (stereo not given)	-17	8	-0.8	-8	105	-2	7	-0.3	-7
O=C(N/N=C/c1cccnc1)C1CCCCC1	2	-10	-2.5	10	104	12	0	-0.8	-3
C=CCn1cc(C(=O)NCc2cccnc2)c(=O)c2cc(S(=O)(=O)N(CC)CC)ccc21	0	-3	-4.6	20	97	-23	8	-3.8	-2
Cc1noc(C)c1COc1cccc(C(=O)OC(C)C(=O)Nc2c(C)n(C)n(-c3ccccc3)c2=O)c1 (stereo not given)	5	2	-1.9	10	103	-28	0	-2.6	5
O=Cc1c(NCc2ccc(Cl)cc2)c2ccccc2[nH]c1=O	30	-4	-4.2	15	110	-23	3	14*	-2
COc1ccc(C2=NOC(C(=O)Nc3c(C)n(C)n(-c4ccccc4)c3=O)C2)cc1 (stereo not given)	6	-16	-3.6	10	111	-9	-1	-0.8	7
Cc1ccccc1Nc1sc(C(=O)Nc2cccc(Cl)c2)c(N)c1C(N)=O	-2	2	-3.7	-9	101	4	-1	-3.4	3
COc1ccc(NC(=O)CCN2CCN(S(=O)(=O)c3ccc(Cl)cc3)CC2)cc1	8	-6	-2.3	7	91	-13	-3	-2.6	3
COc1c(C(CC(C)C)OC(C)=O)ccc2c1C(=O)OCc1cc(C)cc(O)c1O2 (stereo not given)	13	-5	/	-13	112	/	5	/	/
NS(=O)(=O)c1ccc(-c2ccc(/C=N/Nc3ccc(C(=O)O)cc3)o2)cc1	32	-1	1.2	14	100	-15	-3	2.7	25
COc1nc(-c2ccccc2)cc(-c2ccccc2)n1	11	-14	-1.7	10	90	-12	-2	-1.9	-2
CCOc1cc(NC(=S)Nc2ccccc2OC)c(OCC)cc1NC(=O)c1ccccc1C	4	-3	-2.2	-7	101	-8	1	0.8	-13
COc1ccc(C)cc1NC(=O)COC(=O)Cc1ccc(-c2ccccc2)cc1	-9	-6	-3.3	-13	103	-20	0	-1.7	-3
CCOc1ccc(N2CC(C(=O)N3CCc4ccccc43)CC2=O)cc1 (stereo not given)	23	6	-1.4	4	102	-36	3	-2.2	20
CCN(CC)CCNC(=O)Cn1c(-c2ccccn2)nc2ccccc21	28	10	-1.2	9	96	-5	5	-2.4	-1
CCCC(=O)N=C1SC2CS(=O)(=O)CC2N1c1ccc(C(C)=O)cc1 (stereo not given)	3	-3	-4.2	-16	108	2	3	-1.2	-5
CCOc1ccc(CCNC(=O)COC(=O)c2c(C)nn(-c3ccccc3)c2C)cc1OCC	33	0	-1.0	-5	100	-59	-4	-2.2	-4
CCN1CCN(c2cc(C)c3cc(NC(=O)CCC(=O)N4CCN(c5ccccc5OC)CC4)ccc3n2)CC1	22	2	-3.5	0	102	17	3	-2.9	-24
